All columns: NCI-60 one-dose screen, growth in % after 48 h at 10 µM unless noted; 100 = growth as untreated, 0 = no growth, -100 = all killed.
T-47D: T-47D breast cancer | 79,000 compounds, 5% hits | AID 1794792
SR: SR leukemia cells | 73,000 compounds, 8.7% hits | AID 1794780
K-562: K-562 leukemia; 78,000 compounds, 7.4% hits
MCF7: MCF7 breast cancer | 82,000 compounds, 6.3% hits | AID 1794796
BT-549: BT-549 breast cancer. AID 1794793. 78,000 compounds, 4.4% hits
HS 578T: HS 578T breast cancer | 78,000 compounds, 4.1% hits | AID 1794788
MDA-MB-231: MDA-MB-231 breast cancer; 81,000 compounds, 5% hits
MDA-MB-468: MDA-MB-468 breast cancer | 78,000 compounds, 8.5% hits
Active calls of the source: *; . = no result given. Rule for the calls: active = growth percent below 10; inactive = the rest.

canonical_smiles,T-47D,SR,K-562,MCF7,BT-549,HS 578T,MDA-MB-231,MDA-MB-468
OC(COc1ccccc1Cl)CN1CCN(c2ccccc2)CC1 (configuration not stated),109,.,112,117,100,105,103,110
Cc1nn(-c2ccccc2)c2nc3c(nc12)C1=NCCN1C(c1ccc(Cl)cc1)N3 (configuration not stated),75,6.3*,5.3*,35,98,61,67,48
O=C(/C=C(O)/C=C/c1ccc(OCc2ccccc2)c(OCc2ccccc2)c1)/C=C/c1ccc(OCc2ccccc2)c(OCc2ccccc2)c1,.,114,37,96,98,101,104,96
Oc1ccccc1N=Cc1cc(-c2ccccc2)nn1-c1ccccc1,84,105,91,85,104,88,95,97
Cc1cccc(CC2S/C(=N/c3ccccn3)NC2=O)c1 (configuration not stated),92,80,77,88,110,99,106,97
Cc1nc2c(cnn2-c2ccccc2)c(=O)n1-c1ccc(NC(=O)c2ccco2)cc1,66,.,70,77,92,94,.,63
COc1cccc(NC(=O)c2sc3nc4c(cc3c2N)CCCC4)c1,41,14,12,13,67,48,52,9.7*
COc1ccc(/C=N/N=C(\C)c2ccc3c(c2)Nc2ccccc2S3)cc1O,21,33,26,12,40,74,65,0.1*

A different layout for some results above:
canonical_smiles: OC(COc1ccccc1Cl)CN1CCN(c2ccccc2)CC1 (configuration not stated)
  T-47D = 109 | SR = . | K-562 = 112 | MCF7 = 117 | BT-549 = 100 | HS 578T = 105 | MDA-MB-231 = 103 | MDA-MB-468 = 110
canonical_smiles: Cc1nn(-c2ccccc2)c2nc3c(nc12)C1=NCCN1C(c1ccc(Cl)cc1)N3 (configuration not stated)
  T-47D = 75 | SR = 6.3* | K-562 = 5.3* | MCF7 = 35 | BT-549 = 98 | HS 578T = 61 | MDA-MB-231 = 67 | MDA-MB-468 = 48
canonical_smiles: O=C(/C=C(O)/C=C/c1ccc(OCc2ccccc2)c(OCc2ccccc2)c1)/C=C/c1ccc(OCc2ccccc2)c(OCc2ccccc2)c1
  T-47D = . | SR = 114 | K-562 = 37 | MCF7 = 96 | BT-549 = 98 | HS 578T = 101 | MDA-MB-231 = 104 | MDA-MB-468 = 96

Other structures
canonical_smiles,T-47D,SR,K-562,MCF7,BT-549,HS 578T,MDA-MB-231,MDA-MB-468
Cc1ccc2nc(NC(=O)CSc3nc(-c4ccncc4)c(C#N)c(=O)[nH]3)sc2c1,101,87,106,99,100,99,97,104
COc1cc(CC(=O)OC(=O)Cc2cc(OC)c(OC)c(OC)c2)cc(OC)c1OC,98,116,95,94,92,113,94,116
COc1ccc(C(=O)/C=C/c2c(C)nn(-c3ccccc3)c2N2CCOCC2)cc1,75,62,100,86,72,75,90,80
C=C(C)[C@@H]1CC[C@]2(c3nnc(-c4ccncc4)o3)CC[C@]3(C)[C@H](CC[C@@H]4[C@@]5(C)CCC(=O)NC(C)(C)[C@@H]5CC[C@]43C)[C@@H]12,100,78,81,93,90,96,90,93
OC12CCCCC1Oc1ccc3ccccc3c12 (configuration not stated),94,98,96,103,100,103,107,105
Brc1ccc(N/N=C/c2c[nH]c3ccc(Br)cc23)nc1,1.5*,-26*,-33*,.,-23*,-17*,-63*,-63*
O=[N+]([O-])c1ccc(N/N=C(/C(=N/Nc2ccc([N+](=O)[O-])cc2)c2ccccc2)c2ccccc2)cc1,89,66,84,60,102,101,82,81
COc1cc(-c2noc(-c3ccc(N)cc3)n2)cc(OC)c1OC,84,73,83,93,98,92,84,.
C=CCc1ccc(OC(=O)[C@@H](C)c2ccc3cc(OC)ccc3c2)c(OC)c1,88,106,103,99,108,95,97,104
Clc1cc2c(cc1OCCBr)OCO2,.,101,99,97,104,104,110,114
N#C/C(=C/c1ccc(Cl)cc1)c1nnc(NC(=O)c2ccc(-n3c(=O)[nH]c4ccccc4c3=O)cc2)s1,64,63,99,38,40,34,-5.1*,35
CNc1ncnc2c1cnn2-c1ccccc1,108,102,119,90,94,92,102,84
O=C(Nc1ncccc1OCc1ccccc1)Nc1cccc2ccccc12,.,.,59,89,90,91,108,92
CCOC(=O)[C@]1(Br)CC[C@@]1(Br)C(=O)OCC,71,.,44,93,123,102,99,45
C=C(C)COC(=O)Nc1ccccc1,121,97,100,106,.,110,116,114
CC(O)C(O)C(O)C(O)C(O)C(=O)NNc1ccccc1 (configuration not stated),76,50,68,88,105,91,81,96

Sorted by heavy-atom count (highest first): part of the list above.
canonical_smiles,T-47D,SR,K-562,MCF7,BT-549,HS 578T,MDA-MB-231,MDA-MB-468
C=C(C)[C@@H]1CC[C@]2(c3nnc(-c4ccncc4)o3)CC[C@]3(C)[C@H](CC[C@@H]4[C@@]5(C)CCC(=O)NC(C)(C)[C@@H]5CC[C@]43C)[C@@H]12,100,78,81,93,90,96,90,93
N#C/C(=C/c1ccc(Cl)cc1)c1nnc(NC(=O)c2ccc(-n3c(=O)[nH]c4ccccc4c3=O)cc2)s1,64,63,99,38,40,34,-5.1*,35
Cc1nc2c(cnn2-c2ccccc2)c(=O)n1-c1ccc(NC(=O)c2ccco2)cc1,66,.,70,77,92,94,.,63
COc1ccc(C(=O)/C=C/c2c(C)nn(-c3ccccc3)c2N2CCOCC2)cc1,75,62,100,86,72,75,90,80
Cc1cccc(CC2S/C(=N/c3ccccn3)NC2=O)c1 (configuration not stated),92,80,77,88,110,99,106,97

The results go on:
canonical_smiles,T-47D,SR,K-562,MCF7,BT-549,HS 578T,MDA-MB-231,MDA-MB-468
CC(C)(C)CC(C)(C)c1ccc(O)cc1O,90,92,98,96,92,82,101,94
COc1cc(C2CC(c3cc(OC)c(OC)c(OC)c3)=NN2)ccc1Oc1nc2c(c(=O)n(C)c(=O)n2C)n1C (configuration not stated),82,44,79,56,79,85,79,64
CCOC(=O)c1sc2nc(-c3ccncc3)nc(N3CCOCC3)c2c1C,79,106,103,91,94,85,86,68
Cc1nn(-c2ccccc2)c(-n2ccnc2)c1/C=N/Nc1nc(-c2ccc([N+](=O)[O-])cc2)cs1,48,74,61,69,88,89,85,51
CC(C)S(=O)(=O)C(c1ccccc1)c1ccccc1,.,115,122,110,107,96,97,102
CCCCCC1=C(C)C=C(C)CC1(C)CN(C)C (configuration not stated),174,86,106,108,99,121,104,94
COC(=O)c1nc(N)nc(C(=O)OC)c1C(=O)c1c(C)[nH]c2ccccc12,97,103,105,94,124,105,102,106
Nc1no[n+]([O-])c1-c1nnc2c(n1)-c1ccccc1C2=O,61,3.7*,-15*,-49*,81,89,68,42
CCN1CCN(c2nc(C)cc(N(CCCNc3ccnc4cc(Cl)ccc34)Cc3ccc4c(c3)OCO4)n2)CC1,-61*,-45*,-10*,7.7*,-53*,-45*,-33*,-33*
Cc1cc2c(cc1C)C(=O)C(Br)=C(N)C2=O,91,75,86,62,93,112,89,78
O=C(c1ccccc1)c1no[n+]([O-])c1C(=O)c1ccccc1,100,115,109,99,73,101,95,98
CCCCCOC(=O)c1cccc([N+](=O)[O-])c1,113,98,108,113,115,103,106,104
C=C(C)[C@@H]1CC[C@]2(C=O)CC[C@]3(C)[C@H](CC[C@@H]4[C@@]5(C)Cc6c([nH]c7ccccc67)C(C)(C)[C@@H]5CC[C@]43C)[C@@H]12,91,87,.,94,116,104,114,115
COC(=O)[C@@H](Cc1ccc(OCc2cn(Cc3ccccc3)nn2)cc1)NC(=O)C(=O)c1cn(Cc2cn(Cc3ccccc3)nn2)c2ccccc12,86,100,109,96,108,100,103,116
COC1=C(OC)C(=O)C=CC1=O,100,38,7.2*,94,94,.,101,105
Cc1cc2nc[nH]c(=O)n2n1,100,102,105,104,98,120,106,.
Nc1nc(Cl)c2ncn(Cc3ccc4c(c3)OCO4)c2n1,50,18,25,26,.,78,54,33
Cc1oc2c(c(C)nn2-c2ccccc2)c(=O)c1Cl,93,.,89,98,96,117,103,103
O=S(=O)(NCCNc1nccc(-c2c(-c3cccc(O)c3)nc3occn23)n1)c1cccc(F)c1,74,85,71,57,104,101,69,97
CNS(=O)(=O)Oc1ccc(NC(=O)C2CCCC2)cc1,89,92,104,99,117,107,100,105
OCCCCCc1ccccc1,95,.,91,108,94,116,102,.
CCCCn1c(=O)c(-c2cc(-c3ccc(Cl)cc3)nc(-c3ccc(Cl)cc3)c2)cc2ccc(Cl)cc21,100,98,98,93,105,108,96,95
O=S(=O)(O)c1ccc(N=NSc2ccc3ccccc3c2)cc1,82,104,118,99,94,99,102,108
CCN(CC)CCCC(C)Nc1c2ccc(Cl)cc2nc2ccc(OC)cc12 (configuration not stated),14,1.0*,0.7*,-12*,56,57,20,-63*
CC(CC(=O)c1ccccc1)N1CCCC1 (configuration not stated),95,82,105,85,.,108,116,92
Cc1ccc(S(=O)(=O)N(C)C(CCCOc2ccccc2)CCCOc2ccccc2)cc1,75,90,77,91,.,95,84,76
OC(CNCCN1CCNCC1)Cc1ccccc1 (configuration not stated),102,81,91,96,105,112,110,116
Nc1ccn([C@@H](C=O)C[C@@H](C=O)CO)c(=O)n1,104,85,89,93,104,104,109,108
CCOc1ccccc1C(=O)/C=C/c1cc2ccccc2[nH]c1=O,4.6*,4.0*,5.1*,3.4*,-19*,60,-53*,-20*
O=C(Nc1ccc(OS(=O)(=O)O)cc1)C12CC3CC(CC(C3)C1)C2,112,130,109,104,110,114,115,102
CC(=O)NC(CSC/C=C(\C)CCCC(C)CCCC(C)CCCC(C)C)C(=O)O (configuration not stated),99,113,104,94,115,98,112,88
O=C(c1ccccc1)N(O)c1ccccc1,104,102,96,98,103,100,105,111
C/C(=C(/c1ccc(Cl)cc1)c1ccc(OCCN)cc1)c1ccccc1,99,54,85,94,101,94,99,95
Clc1ccc(-c2cnc3nonc3n2)cc1,77,44,65,73,101,112,85,82
CCOC(=O)c1csc(NC(=O)c2ccc(NCCc3ccccc3)c([N+](=O)[O-])c2)n1,.,.,44,62,76,101,64,84
C/C(=N\N=C1/C(=O)Nc2ccc(Cl)cc21)c1ccc2c(c1)Nc1ccccc1S2,12,11,10,-9.4*,-32*,9.8*,-2.5*,2.7*
COC(=O)c1c(C(=O)OC)c2ccc3c4ccccc4ccc3n2c1C(=O)C(C)Br (configuration not stated),37,3.4*,4.3*,6.0*,.,66,33,51
CN(C)Cc1cccs1,84,114,109,103,97,102,90,87
O=C(Cn1c(=O)ccn(CCCCCCCCOc2ccc(Br)cc2)c1=O)Nc1ccc(Oc2ccc(Cl)cc2)cc1,38,29,40,41,54,82,67,34
CC(=O)N=c1sc(S(N)(=O)=O)nn1C,105,109,102,107,113,102,117,94
O=C1OC(C(=O)O)Cc2ccsc21 (configuration not stated),89,86,.,100,106,91,98,100
CCOc1ccc(/C=N/NC(=O)c2cccc3ccccc23)cc1OCC,86,.,81,93,86,99,96,.
Cc1cc(C)c(C)c(C(=O)OCCN2CCCCC2)c1C,82,91,90,108,102,93,83,92
Cc1nn2c(-c3nc4ccc(C(F)(F)F)cc4[nH]3)c(-c3ccc(F)cc3)nc2s1,88,59,79,84,95,.,120,91
CC(C)CNCCCNc1ccnc2cc(Cl)ccc12,100,17,84,100,105,111,73,96
C=CC1CNCCC1CC(=O)OCC (configuration not stated),.,98,98,98,.,87,95,99
Cc1ccc(Nc2nc(N)[nH]c(=O)c2N=O)cc1,88,89,102,101,103,103,89,104
CC(=O)OC1Oc2cc(C)c(C)cc2-c2oc(=O)c(-c3ccccc3)cc21 (configuration not stated),44,-42*,-0.7*,11,25,-19*,44,.
CCOC(=O)c1ccc2ccc3ccccc3c2c1,.,99,121,69,96,90,.,83
COc1c(F)ccc(C(=O)Nc2ccc3nc(NC(=O)C4CCCN(S(=O)(=O)c5ccc(Br)s5)C4)sc3c2)c1F (configuration not stated),53,44,69,54,76,59,82,84

High-throughput results from PubChem BioAssay.
